Screening results as filed in PubChem.
K1F lysis inhibition: protection from phage-mediated lysis, alamar blue read-out – E. coli UTI89, K1F phage, bacterial capsule biogenesis inhibitors (AID 488966). E. coli UTI89 K1F phage lysis, alamar blue, 2 h; higher % means a stronger effect. inhibition, % at 100 µM; hits with a dose series show IC50 in µM. 340,000 tested, 0.02% active;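 active means phage lysis inhibition, versus mean bacterial control, above a set limit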;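 further: capsule biogenesis inhibitors block K1F phage lysis so surviving cells raise fluorescence; higher fluorescence means more inhibition of phage lysis; actives were called in the ten point dose series up to 300 µM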
Myeloid diff MLP: myeloid differentiation induction | ER-HoxA9 myeloid progenitors, lysozyme-GFP differentiation, flow cytometry | calls only at 10 µM | 360,000 tested, 1% active | AID 624256;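 active means normalized GFP-positive differentiation at or above the plate's own cutoff, the solvent-only control mean plus 3 SD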;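 further: cells exposed to compound for four days before flow analysis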
Myeloid diff MLP GFP+ MAC1+ %: also measured in Myeloid diff MLP; calls as there; GFP+ MAC1+ double positive, %; measured here: differentiation confirmed by MAC1 staining
An asterisk follows results filed as active; i = inactive; [ ] = remark or other dose. Not all compounds are listed. The share of hits here may be higher or lower than overall.

SMILES | K1F lysis inhibition | Myeloid diff MLP | Myeloid diff MLP GFP+ MAC1+ %
Cc1ccc(F)cc1NC(=O)CN1CCN(Cc2ccccc2)CC1 | 0.1% | i | 0.2
CC(=O)Nc1ccc(NC(=O)CSc2nc(=O)n3cccc(C)c3n2)cc1 | 1.3%[50 µM] | i | 1.0
CN(C)C(=O)CSc1ccccc1C(=O)OCC(=O)NC1CC1 | 0.7%[50 µM] | i | 0.3
Cc1cccc(-c2nn(-c3ccccc3)cc2C(=O)NCC(c2cccs2)N2CCOCC2)c1 (stereo unspecified) | -0.2%[50 µM] | i | 0.5
Cc1ccc(C)c(NC(=O)CN(C)C(=O)CN2C(=O)C3CCCCC3C2=O)c1 (stereo unspecified) | 0.9%[50 µM] | i | 0.6
CCOc1ccccc1N1CC(C(=O)Nc2ccc(S(=O)(=O)N3CCCCC3)cc2)CC1=O (stereo unspecified) | 1.2%[50 µM] | i | 0.6
O=C1CCN(CC2CCCCC2)C=C1C(=O)c1ccccc1 | 0.0% | i | 1.3
O=C(COC(=O)c1ccc(S(=O)(=O)NCc2ccco2)cc1)NCc1ccccc1 | 0.2% | i | 0.6
O=c1cc(-c2ccc(C(F)(F)F)cc2)oc2ccccc12 | -0.5% | i | 1.2
CC1CCc2c(sc3ncnc(SC(C)C(=O)NCC4CCCO4)c23)C1 (stereo unspecified) | 0.5%[50 µM] | i | 1.0
COc1ccc(Cl)cc1NC(=O)CCN1C(=O)NC(C)(C)C1=O | 1.8%[50 µM] | i | 0.8
CC[C@@]1(C(=O)OC)N[C@H](CN(C)C(=O)c2ccccc2)[C@@H]2C(=O)N(Cc3ccccc3)C(=O)[C@@H]21 | -0.1% | i | 2.2
COc1ccc(C(CNC(=O)CNC(=O)c2ccccc2)N2CCCC2)cc1 (stereo unspecified) | 2.1%[50 µM] | i | 0.9
CC(Sc1nc2ncc(Cl)cc2[nH]1)C(=O)Nc1ccc(C(N)=O)cc1 (stereo unspecified) | 0.4%[50 µM] | i | 0.7
Cc1ccc(S(=O)(=O)N2CCCCC2)cc1NC(=O)COC(=O)c1cccn1C | 0.6%[50 µM] | i | 0.3
O=C(/C=C/c1ccc(S(=O)(=O)N2CCOCC2)cc1)NC(CO)C(O)c1ccc([N+](=O)[O-])cc1 (stereo unspecified) | -0.2% | i | 1.1
COc1ccc(C2=NN(C(=O)CSc3nc(=O)n4cc(C)ccc4n3)C(c3ccc(C)cc3)C2)cc1 (stereo unspecified) | -0.5%[50 µM] | i | 1.4
O=C(Nc1nc2ccc(F)cc2s1)C1=COCCO1 | 1.9%[50 µM] | i | 0.9
CCCCn1c(N)c(N(CCOC)C(=O)Cn2c(=O)oc3ccccc32)c(=O)[nH]c1=O | 1.6%[50 µM] | i | 0.5
CC(C)(C)c1ccc(C(=O)NCC(=O)OCC(=O)N2CCCC2)cc1 | 0.7%[50 µM] | i | 0.5

Entries of single compounds, looked up by structure. Order of values: K1F lysis inhibition	Myeloid diff MLP	Myeloid diff MLP GFP+ MAC1+ %
CCCCn1c(N)c(N(CCOC)C(=O)Cn2c(=O)oc3ccccc32)c(=O)[nH]c1=O across the screens: 1.6%[50 µM]	i	0.5
Cc1ccc(S(=O)(=O)N2CCCCC2)cc1NC(=O)COC(=O)c1cccn1C across the screens: 0.6%[50 µM]	i	0.3
O=C(Nc1nc2ccc(F)cc2s1)C1=COCCO1 across the screens: 1.9%[50 µM]	i	0.9

Continuation.
SMILES | K1F lysis inhibition | Myeloid diff MLP | Myeloid diff MLP GFP+ MAC1+ %
CC(C)(C)OC(=O)NCCCCCNC(=O)c1nc[nH]c1C(=O)NCCCCCNC(=O)OC(C)(C)C | -1.7% | i | 0.7
CCN(C[C@H]1N[C@@](CC)(C(=O)OC)[C@H]2C(=O)N(Cc3ccccc3)C(=O)[C@@H]12)C(=O)COC | 0.2% | i | 1.8
O=C(NC1=NCCS1)C1CCN(S(=O)(=O)c2ccc(Cl)cc2)CC1 | 0.2%[50 µM] | i | 0.5
COc1cc(O)c(C(C)=O)c(OC)c1 | 0.5% | i | 1.0
Fc1ccccc1-c1cc2ccccc2cn1 | 1.7% | i | 1.8
Cn1c(CCC(N)=O)nnc1SCC(=O)Nc1ccccc1C(=O)NC1CC1 | 0.7%[50 µM] | i | 0.8
O=c1cc(S(=O)(=O)Cc2ccccc2)[nH]c(=O)[nH]1 | -2.6% | i | 1.4
C=CCN1C(=O)c2ccc(C(=O)OCC(=O)N(CC)C3CCS(=O)(=O)C3)cc2C1=O (stereo unspecified) | 0.7%[50 µM] | i | 1.4
COc1ccccc1NC(=O)C1CCN(S(=O)(=O)c2cccs2)CC1 | -0.1% | i | 0.5
C#CCOCCOCCOCCNc1nc(N2CCN(C(=O)[C@H](CC(N)=O)n3cc(C(N)[C@@H](C)CC)nn3)CC2)nc(N2CCN(C(=O)[C@H](CCCCN)n3cc([C@@H](N)CC(N)=O)nn3)CC2)n1 (stereo partly specified) | -0.1% | i | 1.7
CSCCC(C(=O)N(C)CC(=O)Nc1cccc(F)c1)N1C(=O)c2ccccc2C1=O (stereo unspecified) | 0.6%[50 µM] | i | 0.9
CCOC(=O)C(=CNc1ccc(N2CCCCC2)c(S(=O)(=O)Nc2ccccc2OC)c1)C(=O)OCC | 0.4%[50 µM] | i | 1.7
O=C(c1cccc(S(=O)(=O)N2CCOCC2)c1)N(CCc1ccccc1)Cc1ccccc1 | -0.4%[50 µM] | i | 1.0
Cn1c(N)c(C(=O)COC(=O)Cc2c(F)cccc2Cl)c(=O)n(C)c1=O | 0.5%[50 µM] | i | 1.4
CC(=O)Nc1ccc(OCc2nnc(-c3ccccc3)o2)cc1 | 0.1% | i | 0.6
CC(Sc1nnc(-c2ccccc2F)n1C1CC1)C(=O)N1CCCC1 (stereo unspecified) | 0.7%[50 µM] | i | 0.4
CCn1c(SCC(=O)N(C)C)nc2cc(S(=O)(=O)N3CCCCC3)ccc21 | -1.8% | i | 0.8
COc1ccc(C(O)P(=O)(OC(C)C)OC(C)C)cc1OC (stereo unspecified) | 0.1% | i | 0.3
O=C1[C@H]2CCC=C[C@H]2[C@H](c2ccccc2Br)N1Cc1ccccc1 | -0.1% | i | 0.4
CN(CC(=O)Nc1ccc(F)cc1)C(=O)COC(=O)c1cc(Br)c(Br)s1 | -0.3%[50 µM] | i | 1.4

In the list so far, these have two or more sulfur atoms.
SMILES | K1F lysis inhibition | Myeloid diff MLP | Myeloid diff MLP GFP+ MAC1+ %
CC1CCc2c(sc3ncnc(SC(C)C(=O)NCC4CCCO4)c23)C1 (stereo unspecified) | 0.5%[50 µM] | i | 1.0
O=C(NC1=NCCS1)C1CCN(S(=O)(=O)c2ccc(Cl)cc2)CC1 | 0.2%[50 µM] | i | 0.5
COc1ccccc1NC(=O)C1CCN(S(=O)(=O)c2cccs2)CC1 | -0.1% | i | 0.5
CCn1c(SCC(=O)N(C)C)nc2cc(S(=O)(=O)N3CCCCC3)ccc21 | -1.8% | i | 0.8

Following part:
SMILES | K1F lysis inhibition | Myeloid diff MLP | Myeloid diff MLP GFP+ MAC1+ %
CCOC(=O)[C@H]1[C@H]2COc3ccc(Cl)cc3[C@@H]2N2C(=O)[C@@H](C)NC(=O)[C@@]12C | 0.0% | i | 7.2
Cn1cc(C(=O)Nc2ccc(Cl)c(Cl)c2)cn1 | 0.5% | i | 0.4
CN1CCN(CCC=C2c3ccccc3Sc3ccc(S(=O)(=O)N(C)C)cc32)CC1 | 1.7% | i | 0.9
Oc1ccc[n+](/C=C\c2ccccc2)c1 | 0.6% | i | 1.6
COC(=O)c1cc(C(=O)OCC(=O)NNC(=O)c2cccs2)cc([N+](=O)[O-])c1 | 0.4%[50 µM] | i | 0.4
O=C(OCc1nnc(-c2ccccc2)o1)c1cccc(S(=O)(=O)N2CCOCC2)c1 | 1.4%[50 µM] | i | 0.7
O=C(CNC(=O)c1ccc(Br)o1)NNC(=O)COc1ccccc1Cl | 1.1%[50 µM] | i | 1.1
CN(C)S(=O)(=O)c1cc(NC(=O)COC(=O)CC2CC3CCC2C3)ccc1Cl (stereo unspecified) | -0.7%[50 µM] | i | 0.3
CC1CCCC(C)N1C(=O)COC(=O)CNC(=O)c1ccccc1F (stereo unspecified) | 0.7%[50 µM] | i | 0.7
O=C(NCC(c1ccco1)N1CCc2ccccc21)c1ccccc1Cl (stereo unspecified) | 0.4%[50 µM] | i | 1.6
O=C(NCc1ccccn1)Nc1ccc(Cl)cc1 | 0.0% | i | 0.4
CC1CN(C(=O)CSc2nnc(NC(=O)NC(C)(C)C)s2)CC(C)O1 (stereo unspecified) | 1.0%[50 µM] | i | 0.9
Cc1cc(C)c2c(c1)OC(=O)CC2c1ccccc1C (stereo unspecified) | 0.8% | i | 1.0
CCOc1ccc(CCNC(=O)c2cc(S(=O)(=O)N3CCOCC3)ccc2C)cc1OCC | 1.5%[50 µM] | i | 1.5
O=C(CCCN=C1NS(=O)(=O)c2ccccc21)OCc1ccc(F)cc1 | 1.1%[50 µM] | i | 0.7
CC(=O)N1CCN(S(=O)(=O)c2cccc(C(=O)N(Cc3ccccc3)c3cccc(C)c3)c2)CC1 | 2.0%[50 µM] | i | 1.1
CC(C)c1ccc(S(=O)(=O)N2CCN(C(=O)[C@@H]3CCCN3C(=O)c3cccs3)CC2)cc1 | 0.3%[50 µM] | i | 0.9
Oc1c(CN2CCOCC2)cc(CN2CCOCC2)c(O)c1CN1CCOCC1 | -2.1% | i | 1.3
O=C(COC(=O)c1ccc(O)cc1O)Nc1ccc2c(c1)OCCO2 | 1.2%[50 µM] | i | 0.9
Cc1ccc(CSc2nnc(NC(=O)C3=COCCO3)s2)cc1 | 1.2%[50 µM] | i | 1.6
CC(=O)Nc1ccc(-c2c(C)cc3oc(=O)cc(-c4ccccc4)c3c2C)cc1 | 0.3% | i | 1.4
Cc1ccc(-c2nc3ccccc3c(=O)n2O)cc1 | 0.2% | i | 0.6
Cc1cc(OCC(=O)N[C@@H](CSCc2ccccc2)C(=O)O)c2c(C)c(C)c(=O)oc2c1 | 2.6% | i | 2.8
Cc1c(C(=O)NC2CC2)oc2ccccc12 | -0.5% | i | 0.7
Cc1ccc(C(=O)OCC(=O)NCCc2ccc(S(N)(=O)=O)cc2)o1 | 2.3% | i | 0.4
CCN1CCN(c2ccc(S(=O)(=O)N3CCOCC3)cc2NC(=O)c2ccc(Cl)s2)CC1 | 1.0%[50 µM] | i | 1.1
CCN(c1ccc(C(=O)CN2C(=O)NC3(CCOc4ccccc43)C2=O)cc1)S(C)(=O)=O (stereo unspecified) | 0.6%[50 µM] | i | 0.8
COc1cc2ccccc2cc1C(=O)OCC(=O)N(C)c1c(N)n(Cc2ccccc2)c(=O)[nH]c1=O | 0.4%[50 µM] | i | 0.3
CC[C@]1(C(=O)OC)[C@H]2C(=O)N(C)C(=O)[C@H]2[C@H]2CN=C(SCc3ccc(C)cc3)N21 | 0.1% | i | 0.8
COc1ccc(NS(=O)(=O)c2cc(NC(=O)CCNC(C)=O)ccc2N2CCOCC2)cc1 | 0.3%[50 µM] | i | 1.1
CCOc1ccccc1NC(=O)COC(=O)C(Cc1ccccc1)NC(=O)c1ccco1 (stereo unspecified) | 0.1%[50 µM] | i | 0.9
O=C(CSc1n[nH]c(-c2ccccc2O)n1)NC1CCCCC1 | 0.3% | i | 1.2
O=C(COc1ccccc1[N+](=O)[O-])NCCCN1CCCC1=O | 1.1%[50 µM] | i | 1.0
Cc1ccc(NC(=O)c2ccc(S(=O)(=O)Nc3c(C)n(C)n(-c4ccccc4)c3=O)cc2)nc1 | 0.4%[50 µM] | i | 0.7
CC(=O)Nc1c(Cl)c(Cl)c2c(c1Cl)C(=O)c1cc(Cl)ccc1-2 | -0.8% | i | 0.5
Cc1ccc(S(=O)(=O)NCCC(=O)NNC(=O)C2COc3ccccc3O2)cc1 (stereo unspecified) | 1.0%[50 µM] | i | 1.0
Cc1ccc(C)c(NC(=O)CN(C)C(=O)C2CCN(S(=O)(=O)c3ccc4c(c3)OCCO4)CC2)c1 | 0.8%[50 µM] | i | 1.2
NC(=O)COc1ccc(/C=C2\C(=O)ON=C2c2ccccc2)cc1 | 0.4%[50 µM] | i | 0.4
COc1ccccc1NS(=O)(=O)c1cccc(NC(=O)CCNC(=O)c2ccccc2OC)c1 | 0.4%[50 µM] | i | 0.9
Cc1cccc(OCC(=O)NNC(=O)c2ccc3nc[nH]c3c2)c1 | 0.2% | i | 0.6
O=C(Nc1cccc(S(=O)(=O)N2CCOCC2)c1)C1CCCC1 | 0.6%[50 µM] | i | 1.6
CCCNC(=O)C1(CC2CC(c3ccccc3)=NO2)CCNCC1 (stereo unspecified) | 0.7% | i | 1.4
Cc1ccc(S(=O)(=O)N2CCOCC2)cc1NC(=O)COC(=O)Cc1cccs1 | 0.2%[50 µM] | i | 0.9
Cc1ccc(S(=O)(=O)N(C)C)cc1NC(=O)COC(=O)COc1ccc2c(c1)CCC2 | -0.9%[50 µM] | i | 0.4
COc1cc(O)cc2c1[C@@H]1Oc3c(ccc(O)c3CC=C(C)C)[C@@H]1CO2 | -1.8% | i | 2.9
CCOC(=O)[C@H]1[C@H]2COc3ccc(OC)cc3[C@@H]2N2C(=O)CN(C)C(=O)[C@@]12C | 1.0% | i | 1.5
CC(Sc1nnc2ccccn12)C(=O)Nc1ccc(N2CCOCC2)cc1 (stereo unspecified) | -0.7% | i | 0.6
